V1aR counter: counter-screen for oxytocin receptor agonists: human V1a receptor agonists; P37288; CHO-V1R cells, Fluo-8 calcium fluorescence, agonist mode; 0% DMSO, 100% 3 nM vasopressin; activation, % at 3 µM; 320,000 tested, 0.25% active; AID 2797;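 active = activation above the mean activation of all tested compounds plus 3 SD, per screening run, cut at about 20% in these data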;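 also: signal is peak over basal fluorescence ratio across a 100 second FLIPR read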
Target sequence (P37288 whole entry, looked up): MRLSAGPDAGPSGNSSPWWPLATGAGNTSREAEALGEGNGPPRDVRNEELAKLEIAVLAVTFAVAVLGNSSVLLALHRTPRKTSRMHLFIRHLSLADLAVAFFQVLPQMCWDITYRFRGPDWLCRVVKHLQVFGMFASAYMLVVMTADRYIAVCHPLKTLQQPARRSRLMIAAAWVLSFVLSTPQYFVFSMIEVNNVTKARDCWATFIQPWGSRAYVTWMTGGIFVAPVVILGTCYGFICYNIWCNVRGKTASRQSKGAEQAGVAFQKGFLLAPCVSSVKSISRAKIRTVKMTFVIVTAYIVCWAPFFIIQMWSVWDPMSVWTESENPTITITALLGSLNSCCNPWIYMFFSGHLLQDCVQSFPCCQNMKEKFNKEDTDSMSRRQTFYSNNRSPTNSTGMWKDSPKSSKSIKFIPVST
MEKK2wt PB1 HTS: raises or lowers MEK5 binding to wildtype human MEKK2 PB1 domain | bead flow cytometry, Alexa488-MEK5 binding to MEKK2 WT; actives lie on both sides | binding response (% of control), % at 10 µM | AID 1531 | Q9Y2U5 | 290,000 tested, 1.1% active; in the data active = binding response below about 67% or above about 130%
MEKK3 PB1 HTS: raises or lowers MEK5 binding to the human MEKK3 PB1 domain; 290,000 tested, 1.4% active; bead-based flow cytometry, Alexa488-MEK5 binding to MEKK3; actives lie on both sides; 0 = blocked by unlabeled MEK5, 100 = vehicle; AID 1529; Q99759; binding response (% of control), % at 10 µM;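 active = binding response more than 3 SD above or below the average of its plate-row segment, actives on both sides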;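 also: Alexa488 bead fluorescence after subtracting the streptavidin-only scavenger bead signal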
Target sequence (Q99759 whole entry, looked up, the tested form may be a part): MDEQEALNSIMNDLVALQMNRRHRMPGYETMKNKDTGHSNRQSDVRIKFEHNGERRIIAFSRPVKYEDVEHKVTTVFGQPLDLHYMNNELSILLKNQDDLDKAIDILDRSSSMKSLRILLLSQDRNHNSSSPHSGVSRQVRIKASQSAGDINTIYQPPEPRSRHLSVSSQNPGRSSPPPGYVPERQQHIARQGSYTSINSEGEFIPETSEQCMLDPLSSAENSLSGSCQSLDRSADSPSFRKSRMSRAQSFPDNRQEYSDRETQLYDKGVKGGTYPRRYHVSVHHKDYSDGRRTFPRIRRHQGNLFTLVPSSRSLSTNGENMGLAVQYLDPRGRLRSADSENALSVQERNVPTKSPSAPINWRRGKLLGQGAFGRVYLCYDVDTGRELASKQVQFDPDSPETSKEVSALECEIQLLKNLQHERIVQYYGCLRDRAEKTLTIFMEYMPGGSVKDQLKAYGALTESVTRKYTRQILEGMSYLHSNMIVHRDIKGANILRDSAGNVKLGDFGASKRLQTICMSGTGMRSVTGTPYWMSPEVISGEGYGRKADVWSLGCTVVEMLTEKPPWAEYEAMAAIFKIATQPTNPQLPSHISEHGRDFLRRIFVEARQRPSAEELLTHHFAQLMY
GPR7 antag: antagonists of human GPR7 (neuropeptides B/W receptor 1); P48145; GPR7-expressing cells, fluorescence antagonist assay; inhibition, % at 4.4 µM; 290,000 tested, 1.1% active; in the data active = inhibition above about 16%, passing the limit was not always enough;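 also: cells stimulated with the agonist NPW; 0% = agonist with vehicle and 100% = vehicle without agonist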
MEKK2mut PB1 HTS: signal of MEK5 binding to mutant human MEKK2 PB1 domain; bead flow cytometry, Alexa488-MEK5 binding to MEKK2 mutant; percent response, % at 10 µM; 290,000 tested, 0.35% active; in the data active = percent response above about 24%, passing the limit was not always enough; also: inactives centre near 1; some results filed as inactive read as strong as hits; reference of the scale not given here
GalR3 antag: blocks the human galanin receptor 3; HEK293 GalR3-CNG cAMP membrane potential fluorescence; galR3 body fused to GalR1 C-terminus; inhibition, % at 3 µM; 360,000 tested, 0.44% active; AID 651719;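 active = inhibition above the screen-wide average plus 3 SD, cut at about 13% in these data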;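 also: forskolin and galanin both at EC90 stimulate the cells; cAMP rise reported by CNG channel membrane potential dye signal; 0% = forskolin plus galanin with DMSO and 100% = forskolin alone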
NALP1 yeast inh: inhibitors of NALP1 inflammasome in yeast; S. cerevisiae NALP1/ASC/caspase-1 growth, X-gal OD620, 72 h; inhibition, % at 10 µM; 280,000 tested, 0.61% active; in the data active = inhibition mostly above about 24%, no sharp cut-off; inactive = mostly below about 32%; also: some compounds called inactive have numbers as strong as hits
PHOSPHO1 block: PHOSPHO1 (human) inhibition. Q8TCT1. recombinant PHOSPHO1, absorbance phosphatase assay. inhibition, % at 13.3 µM. 290,000 tested, 1.1% active. AID 1565; in the data active = inhibition above about 60%
OXTR agonist: activates the human oxytocin receptor | CHO-OTR cells, Fluo-8 calcium fluorescence; normalized: DMSO 0%, oxytocin 100% | activation, % at 3 µM | 320,000 tested, 0.32% active;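 active = activation above the mean of all tested compounds plus 3 SD, cutoff set per screening run, cut at about 20% in these data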;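 also: peak over basal fluorescence ratio from a 100 s FLIPR kinetic read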
Numbers without * were called inactive; . = no result given; & = joins results of further samples; [ ] = another dose, or the depositor's remark.

1	NS(=O)(=O)c1cccc(NC(=O)CSc2nc3ccc(Cl)cc3[nH]2)c1
2	CCN(CC)S(=O)(=O)N1CCC(C(=O)NCc2ccco2)CC1
3	CCOC(=O)c1c(C)[nH]c(C)c1C(=O)CN1C(=O)NC2(CCC(C)CC2)C1=O (configuration not stated)
4	CC(=O)c1ccc(-c2ccc([C@H]3[C@H]4C=CC[C@@H](C)[C@@H]4C(=O)N3Cc3ccccc3)c(F)c2)cc1
5	COC(=O)[C@H]1C[C@@H]1[C@H](NS(=O)(=O)c1ccccc1)c1ccccc1
6	Cc1c(CCC(=O)NCC(=O)O)c(=O)oc2cc3occ(-c4ccccc4)c3cc12
7	Cc1cc(C)nc(N(C#N)Cc2cccc3ccccc23)n1
8	CCN1CCc2c(sc(NC(=O)c3ccc(S(=O)(=O)N4CCCCCC4)cc3)c2C(=O)NC)C1
9	CC(=O)Nc1ccc(N/C(=N\S(=O)(=O)c2ccccc2)c2ccccc2)cc1
10	COC(=O)c1ccc(NC(=O)COc2ccc(S(=O)(=O)N3CCCCC3)cc2)cc1

assay / compound	1	2	3	4	5	6	7	8	9	10
MEKK2mut PB1 HTS	-1	5	1	-1	-5	1	9	9	8	-5
OXTR agonist	1.4	0.8	-2.4	-0.4	0.0	.	-1.8	0.0	1.1	3.0
MEKK2wt PB1 HTS	95	104	98	97	95	106	116	120	109	93
GPR7 antag	-7	-7	-2	.	0	4	-1	-3	-6	-2
V1aR counter	0.3	-0.1	-1.5	0.9	-1.6	.	0.1	3.2	0.2	4.1
GalR3 antag	-5	-6	0	-3	-3	-9	-5	1	-3	-4
PHOSPHO1 block	44	18	12	0	-9	31	-57	17	38	1
MEKK3 PB1 HTS	100	103	98	101	91	106	111	107	105	93
NALP1 yeast inh	10	9	6	-3	23	1	-5	29	0	2

11	CC(C)(C)n1ncc2c(=O)n(CC(=O)NCc3ccco3)cnc21
12	Cc1cccc(C)c1OCC(O)CN (configuration not stated)
13	CCn1cnc2c1c(=O)n(CC(=O)O)c(=O)n2Cc1ccccc1
14	O=C(CCC1CCCN(c2ncccn2)C1)NCc1ccccc1F (configuration not stated)
15	CCOc1cc(CNCCSc2nnnn2C)cc(Br)c1OCc1ccccc1
16	Clc1ccc(Oc2ncnc3oc(-c4ccccc4)cc23)cc1
17	COc1ccc(N2CCN(c3nc4ccccc4n3CC(=O)c3ccccc3)CC2)cc1
18	COc1ccc(C2=NOC(C(=O)Nc3cccnc3Cl)C2)cc1 (configuration not stated)
19	Fc1ccc(-c2ncc3ccccn23)cc1
20	COC(=O)CN1C(=O)C(C)(C)Oc2ccc(C(=O)Nc3cccc(OC)c3)cc21

assay / compound	11	12	13	14	15	16	17	18	19	20
MEKK2mut PB1 HTS	8	0	2	9	14	5	-4	-4	-8	3
OXTR agonist	0.1	0.9	0.0	-1.4	8.2	0.5	-2.5	1.7	-0.5	1.4
MEKK2wt PB1 HTS	109	98	101	103	130	110	94	96	88	108
GPR7 antag	5	-11	-12	-4	7	-3	8	-6	-2	-9
V1aR counter	0.4	0.8	0.1	-0.8	14	1.2	1.4	1.4	0.8	0.0
GalR3 antag	-5	-1	-9	3	-3	0	-11	-2	-1	-6
PHOSPHO1 block	15	0	10	22	-24	17	10	44	24	49
MEKK3 PB1 HTS	108	93	102	103	106	109	96	97	99	104
NALP1 yeast inh	-52	10	18	12	21	20	19	14	16	-22

21	CCS(=O)(=O)c1nnnn1-c1ccccc1S(C)(=O)=O
22	Cc1nn(-c2ccc(F)cc2)c(Cl)c1/C=C/C(=O)OCC(=O)Nc1ccc(F)cc1F
23	CCCCNC(=O)c1cn(C)c2ccc(S(=O)(=O)N3CC(C)CC(C)C3)cc2c1=O (configuration not stated)
24	COC(=O)C1CCN(C(=O)COC(=O)c2oc3ccc(OC)cc3c2C)CC1
25	CCCn1c(SCC(=O)N2CCCCC2)nnc1-c1ccccn1
26	NC(=O)CC(NC(=O)Cc1ccc(Br)cc1)c1ccc(NCc2ccccn2)c([N+](=O)[O-])c1 (configuration not stated)
27	O=C(CN1N=C(c2ccccc2)CCC1=O)NCc1ccco1
28	CC(C)C[C@H](NC(=O)NCCc1ccc(Cl)cc1)C(=O)O
29	COC(=O)c1ccccc1NC(=O)CSc1ccccc1
30	O=C(NCc1ccccc1)C1=C[C@H](C2CCCCC2)C[C@H](OCCCCO)O1

assay / compound	21	22	23	24	25	26	27	28	29	30
MEKK2mut PB1 HTS	4	-1	0	-1	-1	3	-1	2	-4	-4
OXTR agonist	1.6	-0.5	0.0	1.1	-0.5	0.8	-0.6	-0.5	-1.3	-2.1
MEKK2wt PB1 HTS	107	107	95	104	104	88	96	106	87	92
GPR7 antag	-11	-4	-13	-9	-12	.	-16	11	-12	.
V1aR counter	1.2	-0.5	-0.7	2.7	0.0	0.5	-0.3	0.0	-0.8	-0.6
GalR3 antag	-7	-4	.	3	-6	-4	-2	-2	-1	-2
PHOSPHO1 block	-29	9	2	8	12	16	-1	-28	-4	.
MEKK3 PB1 HTS	106	101	100	104	92	90	109	105	86	90
NALP1 yeast inh	0	27	9	-2	-12	.	18	-1	22	.

31	Cc1ccc(NC(=O)CN(C)C(=O)/C=C/c2cccc(F)c2)cc1
32	CCn1nc(NC(=O)C(C)C)c2cc3ccc(C)cc3nc21
33	CCCCn1c(=O)[nH]c(=O)c2c1nc(-c1ccc([N+](=O)[O-])cc1)n2CC
34	CCOC(=O)C1(CC2CCCCO2)CCN(Cc2nc3ccccc3nc2C)CC1 (configuration not stated)
35	CCN(CC)S(=O)(=O)c1ccc(C(=O)NCCOC(=O)c2ccc(F)cc2F)cc1
36	Cc1ccc(CNC(=O)CSc2nnc3c(n2)[nH]c2ccc(F)cc23)cc1
37	O=C(N/N=C/c1ccccc1)c1cc(=O)[nH]c2ccccc12
38	N=c1c(-c2nc3ccccc3[nH]2)cc(C(=O)c2cccs2)nn1-c1ccccc1
39	CCN1CCN(Cc2ccc(NC(=O)c3ccc(C)c(NC(=O)C[C@@H]4NC(=O)[C@H](Cc5ccccc5)NC4=O)c3)cc2C(F)(F)F)CC1
40	Cc1cc(C)n2ncc(/C(N)=N/OC(=O)Nc3ccccc3)c2n1

assay / compound	31	32	33	34	35	36	37	38	39	40
MEKK2mut PB1 HTS	-4	-3	1	-11	5	1	31	6	-8	2
OXTR agonist	-0.8	-0.9	-2.1	0.2	5.6	1.9	0.5	-0.2	0.6	0.5
MEKK2wt PB1 HTS	101	102	96	81	107	105	124	110	97	105
GPR7 antag	17	-1	10	-6	-4	-11	-4	0	.	-16
V1aR counter	-0.1	-1.3	-0.1	0.2	5.1	1.1	-0.2	0.8	0.1	0.5
GalR3 antag	-1	-4	-5	0	-6	-8	-4	.	0&4	-2
PHOSPHO1 block	4	.	27	35	40	17	1	13	30	27
MEKK3 PB1 HTS	106	104	98	91	103	105	107	109	93	102
NALP1 yeast inh	-5	10	2	2	16	10	28	-20	.	-11

41	Cc1ccccc1NC(=O)CCC(=O)N/N=C/c1c[nH]c2ccccc12
42	Cc1cccc(OCC(=O)N(Cc2cccs2)C2CCS(=O)(=O)C2)c1 (configuration not stated)
43	CCn1c(=S)[nH]c2cc(C(=O)O)ccc21
44	COCCCNc1nc2c(c(=O)n(Cc3ccc(OC)cc3)c(=O)n2C)n1C
45	COc1ccc(NC(=O)c2cc(F)c(F)cc2Cl)cc1Cl
46	O=C(OCC#CCSc1nnc(-c2ccc(Br)cc2)o1)c1ccco1
47	Cc1cc2c(c(=O)n1Cc1cccnc1)C(Cc1ccccc1)C(C#N)=C(N)O2 (configuration not stated)
48	COc1ccc(S(=O)(=O)N2CCn3c2nc2ccccc23)cc1
49	Cc1ccc(NC(=O)NCc2ccc3c(c2)OCO3)cc1C
50	Cc1ccc(C(=O)O/N=C(\c2ccccc2)c2ccncc2)cc1

assay / compound	41	42	43	44	45	46	47	48	49	50
MEKK2mut PB1 HTS	4	4	-9	3	0	2	-8	10	6	-12
OXTR agonist	-0.1	-0.4	-0.5	-0.9	1.1	0.3	-0.6	0.2	-1.7	-2.7
MEKK2wt PB1 HTS	104	101	93	105	96	108	99	101	102	84
GPR7 antag	-9	7	-2	-11	-9	-4	-1	-12	0	2
V1aR counter	0.0	1.3	-0.6	1.3	-0.1	0.7	-0.5	0.7	-0.4	-0.6
GalR3 antag	-5	0	.	-3	3	-3	-1	2	1	-3
PHOSPHO1 block	2	6	-7	18	-6	47	2	-8	58	-1
MEKK3 PB1 HTS	105	101	102	101	102	109	100	104	101	93
NALP1 yeast inh	15	-14	-9	6	31	10	-4	-13	14	-4

51	CC(C)(C)c1ccc(OCC(O)CN2CCN(C(=O)c3ccccc3)CC2)cc1 (configuration not stated)
52	CC(C)(C)C(=O)CSc1nnc(Nc2ccccc2)s1
53	CCN(c1cccc(C)c1)S(=O)(=O)c1ccc2c(c1)CCN2C(C)=O
54	Cc1ccc(-c2nc(CSCC(=O)Nc3cc(C)on3)c(C)o2)cc1
55	Cc1cc2nc(C)n(CCCNC(=O)Nc3ccc(F)cc3)c2cc1C
56	Cn1c(CNc2nc(-c3ccccc3)cs2)nnc1SCC(=O)c1ccccc1
57	CC1(C)CC(=O)/C(=C(\O)c2ccccc2)C(=NCCO)C1
58	Cc1ccc(Nc2nc(NCCO)nc(N3CCCC3)n2)cc1
59	O=C(Cn1cc(C(=O)C(F)(F)F)c2ccccc21)NCc1ccco1
60	CCCCCn1c(SCCc2ccccc2)nc2c1c(=O)[nH]c(=O)n2C

assay / compound	51	52	53	54	55	56	57	58	59	60
MEKK2mut PB1 HTS	-1	-7	-10	9	-4	7	-3	6	-12	4
OXTR agonist	4.5	-1.6	9.0	-0.7	1.3	1.9	1.0	-2.5	-1.3	-1.5
MEKK2wt PB1 HTS	105	92	-1.0*[inhibitor]	104	100	99	100	111	88	100
GPR7 antag	0	-7	-7	13	-4	-5	-8	.	7	-9
V1aR counter	4.8	0.1	6.7	2.2	2.5	5.1	0.9	-0.1	-1.1	-0.6
GalR3 antag	-3	-1	-3	-3	-2	-4	-4	0	-8	-1
PHOSPHO1 block	.	-20	-11	17	-14	39	31	.	4	1
MEKK3 PB1 HTS	105	93	1.0*[inhibitor]	103	100	100	99	108	90	102
NALP1 yeast inh	.	1	-5	5	4	-18	27	.	-1	25

61	Cn1cc(CN2CCCC(C(=O)c3ccc(-c4ccccc4)c(F)c3)C2)cn1 (configuration not stated)
62	CCOC(=O)c1ccc(NC(=S)NCc2ccccc2)cc1
63	O=C(CSc1ccccc1)NCCc1ccc(F)cc1
64	C=C(C)c1cccc(C(C)(C)NC(=O)Nc2ccc(C(C)=O)cc2)c1

assay / compound	61	62	63	64
MEKK2mut PB1 HTS	6	0	3	3
OXTR agonist	1.3	6.7	-1.1	1.6
MEKK2wt PB1 HTS	111	104	107	107
GPR7 antag	-1	-3	2	4
V1aR counter	2.1	11	-0.9	4.8
GalR3 antag	-7	-10	-10	-1
PHOSPHO1 block	6	29	30	12
MEKK3 PB1 HTS	99	103	104	105
NALP1 yeast inh	9	20	10	39
